# TAG inh: triacylglycerol accumulation inhibition. H9c2 cells, Nile Red lipid (TAG) fluorescence; cells loaded with 200 µM oleic acid. inhibition, % at 12.5 µM. 230,000 compounds, 0.66% hits;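 active = pattern-corrected inhibition of lipid staining of at least 50% with the nuclear-stain viability signal not falling by more than 50%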;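 also: 0% = DMSO wells and 100% = triacsin C control wells; some results filed as inactive read as strong as hits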
# TAG inh DAPI viability: also measured in TAG inh; calls as there; DAPI nuclei signal change (viability), lower = more cytotoxic, %;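 whole-well DAPI fluorescence read on a plate reader as a viability signal; minus 50 percent equals half of cells still viable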
# An asterisk follows results filed as active. Some of the compounds tested; the hit share may differ from the screen's.
SMILES,TAG inh,TAG inh DAPI viability
COc1cc(/C=N/NC(=O)c2cccc([N+](=O)[O-])c2)ccc1O,-2,5
O=C1CNC(=O)/C(=C/c2cccs2)N1,-1,1
OC1(CNCc2cn[nH]c2-c2cc3ccccc3o2)CCCCC1,18,10
Cc1ccc(NC(=S)N2CCN(Cc3ccccc3)CC2)cc1,5,-12
COc1ccc(CCNC(=O)c2cnn3ccccc23)c(OC)c1OC,-7,9
O=C(Nc1ccn(CCCNCc2ccccn2)c(=O)n1)OCc1ccccc1,-5,7
CC(C)NC(=O)CSc1nc(N)c(NC(=O)c2ccccc2F)c(=O)[nH]1,4,-7
O=C(CSc1ccc2nnc(-c3cccnc3)n2n1)Nc1ccccc1,-4,2
CCCn1c(N)c(N(CCOC)C(=O)c2ccc(N(C)S(=O)(=O)c3ccc(C)cc3)cc2)c(=O)[nH]c1=O,0,9
O=C(Nc1ccc(S(=O)(=O)N2CCCC2)cc1)C1CC(=O)N(CCc2ccc(F)cc2)C1 (stereo not given),-18,-7
COc1ccc(N2CC(C(=O)N/N=C/c3cccs3)CC2=O)cc1 (stereo not given),2,4
O=c1[nH]c(/C=C/c2ccccc2Cl)c([N+](=O)[O-])c(=O)[nH]1,-3,2
COC(=O)c1cc(S(=O)(=O)Nc2nn(C)c3ccccc23)oc1C,3,1
CC(C)N1CCc2c(sc(NC(=O)c3ccco3)c2C(N)=O)C1,6,-3
O=C(Nc1ncc2c(n1)-c1ccccc1OC2)c1ccc(F)cc1,-6,23
CN1CCN(c2ccc(CNC(=O)C3Cc4c(-c5ccc6c(c5)OCO6)ccnc4O3)cc2)CC1 (stereo not given),8,-2
CCC1(c2ccc(Cl)cc2)NC(=O)N(CC(=O)N2CCN(C(=O)c3ccco3)CC2)C1=O (stereo not given),5,2
CCC1S/C(=N\S(=O)(=O)c2cccs2)N(C2CCCCC2)C1=O (stereo not given),-3,1
Cc1c(NC(=O)C2Cc3ccccc3CN2C(=O)c2ccco2)c(=O)n(-c2ccccc2)n1C (stereo not given),-7,4
Cc1cc(CNC(=O)c2cccc([N+](=O)[O-])c2C)c2ccccc2n1,-24,12

# Random excerpt: 6 compounds from above.
SMILES,TAG inh,TAG inh DAPI viability
COc1cc(/C=N/NC(=O)c2cccc([N+](=O)[O-])c2)ccc1O,-2,5
CCCn1c(N)c(N(CCOC)C(=O)c2ccc(N(C)S(=O)(=O)c3ccc(C)cc3)cc2)c(=O)[nH]c1=O,0,9
CC(C)NC(=O)CSc1nc(N)c(NC(=O)c2ccccc2F)c(=O)[nH]1,4,-7
COC(=O)c1cc(S(=O)(=O)Nc2nn(C)c3ccccc23)oc1C,3,1
Cc1c(NC(=O)C2Cc3ccccc3CN2C(=O)c2ccco2)c(=O)n(-c2ccccc2)n1C (stereo not given),-7,4
Cc1cc(CNC(=O)c2cccc([N+](=O)[O-])c2C)c2ccccc2n1,-24,12

# New compounds follow.
SMILES,TAG inh,TAG inh DAPI viability
CC1CCCCC1NC(=O)COc1ncnc2sccc12 (stereo not given),-6,14
CCOc1ccc(NC(=O)CN2C(=O)S/C(=C/c3cccn3C)C2=O)cc1,20,-5
COc1cccc(Cn2cc(C(=O)NCCN(C)C)nn2)c1,15,-2
C/C=C\C=C\C(=O)Nc1cccc(C2=NOC3(C2)C[C@@H](C(N)=O)N(C(=O)C(c2ccccc2)c2ccccc2)C3)c1 (stereo not given in full),-5,4
Cc1nc2ccc(NC(=S)N3CCCC3)cc2nc1C,-7,5
Cc1ccc2c(CC(=O)N(C)c3c(N)n(Cc4ccccc4)c(=O)[nH]c3=O)coc2c1,3,-7
Nc1nccnc1C(=O)OCC(=O)N1CCN(S(=O)(=O)c2ccc(Cl)cc2)CC1,9,-1
CCc1nc2ccc(C(=O)N3CCN(S(=O)(=O)CC)CC3)cn2c1N(C=O)CCC(C)C,-11,4
COc1ccc(-c2oc(=O)c3cc(OC)c(OC)cc3c2C#CC2(O)CCCCC2)cc1,-21,92
COc1cccc(C(=O)CC(=O)C(=O)Nc2cc(Cl)c(OC)cc2OC)c1,0,-2
O=[N+]([O-])c1c(O)c(Cl)cc(Cl)c1Cl (tested in a mixture with another compound),-6,6
C=CCOc1ccc2c(c1)CCC1C2CCC2(C)C(O)C(O)CC12 (stereo not given),-13,1
O=C(CS(=O)(=O)Cc1ccccc1)NCc1ccco1,1,-8
CCn1cc(CN2CCC(Oc3ccc(C(=O)N4CCCCC4)cc3)CC2)cn1,-4,-9
Cc1cc(OCc2cc(C(=O)NCc3cc(C(C)C)no3)no2)cc(C)c1Cl,5,-2
CCOc1ccc(S(=O)(=O)N2CCOCC2)cc1[N+](=O)[O-],17,-17
Cn1c(=NC(=O)CCS(=O)(=O)c2ccccc2)sc2cc(F)ccc21,7,-7
O=C(CSc1nncn1-c1ccccc1)NC1CCCCC1,9,-12
O=c1cnnc(Nc2cccc(C(F)(F)F)c2)[nH]1,-1,10
COc1ccc(CN2CCCC(N3CCN(c4ccc(OC)cc4)CC3)C2)cc1 (stereo not given),1,-2

# Rewritten with values under each structure: four of the compounds above
# Values run as follows: TAG inh, TAG inh DAPI viability
COc1cccc(C(=O)CC(=O)C(=O)Nc2cc(Cl)c(OC)cc2OC)c1
 : 0, -2
O=[N+]([O-])c1c(O)c(Cl)cc(Cl)c1Cl (tested in a mixture with another compound)
 : -6, 6
C=CCOc1ccc2c(c1)CCC1C2CCC2(C)C(O)C(O)CC12 (stereo not given)
 : -13, 1
O=C(CS(=O)(=O)Cc1ccccc1)NCc1ccco1
 : 1, -8

# Next part.
SMILES,TAG inh,TAG inh DAPI viability
Cc1ccnn1-c1ccc(C(=O)OCC(=O)Nc2ccc(F)cc2)cc1,20,-3
COC(=O)CCC(=O)Nc1ccc(S(=O)(=O)Nc2nc(C)cc(C)n2)cc1,-15,1
Cc1ccccc1OCCC(=O)OCC(=O)NNC(=O)c1cccs1,-6,0
COc1ccc(CNS(=O)(=O)CCNC(=O)c2cccc(OC)c2)cc1,-2,5
Cc1ccccc1-n1ncc2c1CC(C)(C)CC2NC(=O)CCCN1CCCC1=O (stereo not given),-9,-4
Cc1c(Cl)cccc1NC(=O)Nc1cccnc1,-10,0
NC(Cc1ccccc1)c1csc(NC(=O)c2cccc(OC(F)(F)F)c2)n1 (stereo not given),26,24
NC(=O)[C@H]1CC2(CC(c3cccc(NC(=O)COc4ccc(Cl)cc4)c3)=NO2)CN1C(=O)CC(c1ccccc1)c1ccccc1 (stereo not given in full),-12,5
CCOC(=O)C1(Cc2ccc(OC)cc2)CCN(C(=O)C2=CCCC2)CC1,-18,-3
O=C(Nc1ccc(F)c(F)c1)c1oc2ccccc2c1NC(=O)C1CCCO1 (stereo not given),0,-10
COC(=O)c1cc(N/C(N)=N/c2nc(C)cc(C)n2)cc(C(=O)OC)c1,-13,3
Cc1nc(-c2ccc(-n3nncc3-c3ccco3)cc2)cs1,0,-5
Nc1c(C(=O)NCc2ccccc2)nnn1Cc1cccc(Cl)c1,3,-18
Cc1ccc2nc(N(CCCN(C)C)C(=O)c3ccc(S(=O)(=O)N4CCOCC4)cc3)sc2c1,24,-1
O=[N+]([O-])c1ccc(O)c(Nc2ncnc3ccccc23)c1,5,2
COc1cc(SC)ccc1C(=O)Nc1cccc(S(=O)(=O)NC2=NCCCCC2)c1,-16,1
COc1ccccc1N1CCN(CC(O)COc2ccc3c(c2)CCC3)CC1 (stereo not given),13,2
CN(CC(=O)NCc1cccs1)S(=O)(=O)c1cccc2nsnc12,-7,6
NC(=S)N/N=C1\c2ccccc2-c2c(C(=O)O)cccc21,-9,0
CCSc1ncnc2c(C#N)c3n(c12)CCCCC3,-26,12
CCC(C)c1ccccc1N1CC(C(=O)Nc2ccccc2N2CCCC2)CC1=O (stereo not given),-5,-1
COc1cc(NC(=O)c2ccc3c(c2)OCO3)ccc1NC(=O)C(C)C,22,-2
Cc1c(N(C)S(=O)(=O)c2cc(C(=O)NCC3CCCO3)ccc2Cl)c(=O)n(-c2ccccc2)n1C (stereo not given),7,6
O=C(CCN1C(=O)c2ccccc2S1(=O)=O)Nc1ccc(F)c([N+](=O)[O-])c1,10,-3
O=C(NCc1ccccc1Cl)c1ccc2nc([C@H]3C[C@H](O)[C@@H](CO)O3)[nH]c2c1,-11,16
C[C@H](CO)N1C[C@H](C)[C@H](CN(C)Cc2ccc(Oc3ccccc3)cc2)Oc2ccc(NC(=O)Nc3cccc4ccccc34)cc2CC1=O,43,-18
COCCCNC(=O)CN1CCN(Cc2ccc(Cl)cc2)C1=O,-7,1
CC(C)Cn1c(N)c(C(=O)COC(=O)Cc2cccs2)c(=O)n(C)c1=O,0,9
O=c1nc(-c2ccccc2)nc(-c2ccccc2)[nH]1,25,-19
COc1ccc(C(=O)NCC(=O)NCCc2c[nH]c3ccccc23)cc1OC,3,4
COc1ccc(Cl)cc1S(=O)(=O)N1CCN(Cc2ccc3c(c2)OCO3)CC1,1,5
COCCNC(=O)C1CCCN(C(=O)C2(c3ccc(Cl)cc3)CCCC2)CC1 (stereo not given),-11,1
CCCCC1CCC(c2nc(-c3cccnc3)no2)CC1 (stereo not given),5,-13
COc1ccc(Nc2cc(C)nc3c(C)cccc23)cc1OC,10,1
CN(/N=C/c1ccc(Br)o1)C1=NS(=O)(=O)c2ccccc21,6,4
O=C(Nc1ccc(C(=O)N2CCOCC2)cc1)Nc1cccc2ccccc12,28,8
COc1ccc(C(=O)N2CC3(C)CC2CC(C)(C)C3)cc1OC (stereo not given),-10,7
O=C(Nc1ccc2oc(-c3ccncc3)nc2c1)c1ccc2c(c1)OCCO2,5,10
CCN(Cc1ccccc1)C(=O)Cn1c(C(C)O)nc2ccccc21 (stereo not given),8,-8
CC(C)NC(=O)N(C)C[C@H]1Oc2c(NS(=O)(=O)c3ccc(F)cc3)cccc2C(=O)N([C@H](C)CO)C[C@@H]1C,7,-1
O=C(CCS(=O)(=O)c1cc2c(cc1Cl)NC(=O)CO2)NCc1ccc(F)cc1,3,-10
COc1ccc(-c2csc(N(Cc3ccco3)C(=O)c3cccs3)n2)cc1,-29,2
CN(C)CCCN(C(=O)COc1ccc(Cl)cc1)c1nc2c(F)cccc2s1,7,7
CCCN1Cc2cccc(C(=O)NCc3cccs3)c2C1=O,-8,-6
CCSc1nnc(NC(=O)c2ccc3nc[nH]c3c2)s1,7,7
Cn1c(NCc2cccnc2)nc2cc(-c3ccc(F)cc3)sc2c1=O,0,12
COc1ccccc1NC(=O)COC(=O)C1CC2C=CC1C2 (stereo not given),9,5
CC(C)CNc1ncnc2c1ncn2[C@H]1CN(Cc2ccc(Cl)cc2)C[C@@H](CO)O1,9,0
CCN(CC)CC(=O)NC1CC(C)(C)Cc2c1cnn2-c1ccc(F)cc1 (stereo not given),-3,1
COCCN1CN=C(Nc2nc3ccccc3s2)NC1,-2,-1
COc1cccc(-c2nc3ccccc3c(=O)n2NC(=O)c2cccnc2Cl)c1,-5,4
COc1ccccc1C1N(c2ccc(F)cc2)C(=O)C2CCCN21 (stereo not given),-3,-12
CCn1c(SCC(=O)c2ccccc2)nnc1-c1ccoc1C,4,-10
Cc1ccc(-c2nn3cnnc3c3ccccc23)cc1,-28,-8
CC(C)CN(C(=O)c1ccc(-n2cncn2)c([N+](=O)[O-])c1)C1CCS(=O)(=O)C1 (stereo not given),11,-3
Cc1ccc(C(=O)OCC(=O)N(CC(C)C)c2c(N)n(Cc3ccccc3)c(=O)[nH]c2=O)cc1[N+](=O)[O-],4,-6
CCn1cc(C2=NC(c3ccccc3)CO2)c2ccccc21 (stereo not given),-62,5
Cc1ccc(C)c(N2CCN(C(=O)CCc3nc(-c4cccc(C(F)(F)F)c4)no3)CC2)c1,-1,1
CC(C)(C)c1ccc(S(=O)(=O)NC(=O)C2(C)CCN2C(=O)Cc2ccc(-c3ccccc3)cc2)cc1 (stereo not given),2,3
CCn1nc(C(=O)NNC(=O)CCOc2cc(C)ccc2C)c2ccccc2c1=O,-4,1

# Next section:
SMILES,TAG inh,TAG inh DAPI viability
CSCCC(NC(=O)COc1ccccc1)C(=O)N(C)Cc1c(F)cccc1Cl (stereo not given),-3,-9
COc1ccc(-c2nnc(SCC(=O)Nc3ccc4c(c3)OCCO4)n2N)cc1OC,12,0
COC(=O)c1cscc1NC(C)=O,3,2
COC1CCN(C(=O)CC2C(=O)NCCN2CC(C)(C)C)CC1 (stereo not given),0,-9
Cc1cc(C(=O)N2CCC(C)CC2)on1,-4,10
O=C(OCCCc1cc2ccccc2c(=O)o1)N1CCOCC1,-15,7
Cc1cccc(NS(=O)(=O)c2ccc3[nH]c(=O)cc(C(=O)OC(C)C(=O)Nc4ccc([N+](=O)[O-])cc4)c3c2)c1 (stereo not given),5,-8
CCCN1CCC(C(=O)NC(c2ccc(Cl)cc2)c2ccsc2)CC1 (stereo not given),-3,15
C=CCNC(=O)c1c(CSc2ccc(Cl)cc2)noc1C(=O)NCCC,-17,-2
Cc1ccc(Cl)cc1NC(=O)CN1C(=O)NC(C)(C2CC2)C1=O (stereo not given),-4,4
Cc1ccc(CC(=O)OCC(=O)NC2CCCC(C)C2C)cc1C (stereo not given),4,-14
CCCCn1c(CNC(=O)Cc2ccccc2)nc2ccccc21,4,-2
Cc1cccc(NC(=O)c2cc(S(=O)(=O)N3CCCCC3)ccc2Cl)n1,-10,-4
CCc1nc2c(OCc3ccc(F)c(F)c3)cccn2c1N(C)C(=O)c1ccc(OC)cc1,-14,1
CC(=O)c1c(C)[nH]c(C(=O)OCC(=O)NCCc2ccc(F)cc2)c1C,17,-9
COc1ccc(-c2noc(CCC(=O)N3CCN(c4ccc(C(F)(F)F)cc4)CC3)n2)cc1,-51,7

# Compound activity deposited in PubChem by Sanford-Burnham Center for Chemical Genomics.
